Screens as filed in PubChem BioAssay.
KB-3-1 tox = qHTS assay for MDR1-selective chemotherapeutics: Primary screen using the parental adenocarcinoma cell KB-3-1; KB-3-1 viability, CellTiter-Glo ATP luminescence, 72 h; Potency, µM (top dose mostly 46.1 µM), for the others: at the top dose activity change, negative = cytotoxic, actives largely listed as cytotoxic; 400,000 compounds, 1.4% hits; AID 1347075, 2019; further: potency means the concentration at half of the fitted maximal effect; on the % scale 0 is the no-effect control and ±100 the full control effect; nearly all actives have a fitted effect of over 60% in size
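Cytotoxicity in the drug-sensitive parental line KB-3-1 was scored as loss of CellTiter-Glo luminescence following 72 h incubation with compound. Values come from curve fitting of normalized concentration-response data.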
HT1080 IDH1KD tx = qHTS for induction of synthetic lethality in tumor cells producing 2HG: qHTS for the HT-1080-IDH1KD cell line; HT-1080 IDH1 knockdown viability, ATP luminescence, 48 h; Potency, µM (highest dose often 46.1 µM), for inactives: at the highest dose activity, negative = toxicity, hits mostly cytotoxic; 360,000 compounds, 2% hits;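 further: potency means the concentration at half of the fitted maximal effect; 0% = DMSO wells and -100% = cell-free medium wells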
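Using the IDH1-knockdown HT-1080 line run in the same batch and compound series as the NT line, viability after 48 h at 37 °C was determined by CellTiter-Glo luminescence and expressed as % activity.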
SW480 rereplic = A quantitative high throughput screen for small molecules that induce DNA re-replication in SW480 colon adenocarcinoma cells. Potency, µM (top dose mostly 46.1 µM), for the others: at the top dose re-replication activation, most hits filed as activators. AID 624297, 2012. SW480 DNA re-replication, Hoechst DNA content imaging, 48 h. 340,000 compounds, 1.8% hits; further: potency means the concentration at half of the fitted maximal effect; % of control where 0% means no effect; nearly all actives have a fitted effect of over 55% in size
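Readout is total intensity of Hoechst-stained nuclei, excited at 405 nm and collected at 500-530 nm. Compound treatment lasted 48 hr at 37 C in 5% CO2 before staining.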
IL1B secr inh = qHTS for Inhibitors of Inflammasome Signaling: IL-1-beta AlphaLISA Primary Screen | THP-1 LPS/ATP IL-1B secretion, AlphaLISA, 16 h; stronger effect = lower value | AID 743279, 2014 | activity change, % at 57.5 µM | 360,000 compounds, 4.7% hits; in the data active means activity change below about -50%; inconclusive means mostly about -30% to -49%; further: on the % scale 0 is the no-effect control and ±100 the full control effect
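Secreted IL-1B measured by AlphaLISA bead assay after 16 h compound exposure of THP-1 cells; compounds (final up to 57.5 uM) added 1 h before LPS (250 ng/mL) and ATP (1.25 mM) stimulation; lower signal means less secretion.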
MCF10A rerep = A quantitative high throughput screen for small molecules that induce DNA re-replication in MCF 10a normal breast cells | 350,000 compounds, 2.9% hits | Potency, µM (highest dose often 46.1 µM), without a hit: at the top dose activity, positive = re-replication, usual class: activators | MCF 10A DNA re-replication, Hoechst nuclear intensity, 48 h; further: potency means the concentration at half of the fitted maximal effect; % of control where 0% means no effect; nearly all actives have a fitted effect of over 50% in size
DRD3 agonist = qHTS of D3 Dopamine Receptor Agonist: qHTS | 410,000 compounds, 0.58% hits | D3R DiscoveRx beta-arrestin cells, luminescence, 90 min | max activation, % | D(3) dopamine receptor (Homo sapiens), P35462; in the data active means max activation above about 30%; further: 0% is about no effect; mostly tested at two doses, the higher about 12 µM
Target sequence (P35462 whole entry, looked up): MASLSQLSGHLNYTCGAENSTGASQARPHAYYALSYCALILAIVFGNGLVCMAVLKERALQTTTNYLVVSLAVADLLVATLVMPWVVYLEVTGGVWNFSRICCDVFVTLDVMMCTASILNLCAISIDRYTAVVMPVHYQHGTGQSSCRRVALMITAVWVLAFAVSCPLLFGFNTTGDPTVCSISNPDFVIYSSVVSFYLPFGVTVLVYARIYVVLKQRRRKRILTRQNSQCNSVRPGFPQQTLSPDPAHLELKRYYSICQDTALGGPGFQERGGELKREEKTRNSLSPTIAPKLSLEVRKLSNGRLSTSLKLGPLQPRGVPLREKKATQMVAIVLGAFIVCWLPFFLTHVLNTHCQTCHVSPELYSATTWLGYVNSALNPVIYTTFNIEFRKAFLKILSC
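Cells at 1500/well, incubated overnight, then treated with pinned compounds (dopamine as control) for 90 min at 37 degrees C. DiscoveRx reagent added for 30 - 60 minutes at room temperature; luminescence read.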
HT1080NT lethal = qHTS for induction of synthetic lethality in tumor cells producing 2HG: qHTS for the HT-1080-NT fibrosarcoma cell line; HT-1080-NT fibrosarcoma viability, CellTiter-Glo ATP luminescence, 48 h; Potency, µM (doses to about 46.1 µM), inactives show top-dose activity, negative = less viability, actives largely listed as cytotoxic; 360,000 compounds, 1.6% hits;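 further: NT is the 2HG producing partner of a matched IDH1 knockdown line; potency means the concentration at half of the fitted maximal effect; 0% = DMSO-treated cells and -100% = media-only wells without cells; nearly all actives have a fitted effect of over 55% in size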
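A 48-hour cytotoxicity screen used HT-1080-NT cells plated 2 hours before compound delivery. ATP-based CellTiter-Glo luminescence measured viability, normalized to DMSO and no-cell controls.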
KB-V1 cytotox = qHTS assay for MDR1-selective chemotherapeutics: Primary screen using the drug-selected MDR subline cells KB-V1; KB-V1 MDR cells viability, CellTiter-Glo, 72 h; Potency, µM (top dose mostly 46.1 µM), for the others: top-dose activity change, negative = cytotoxicity, hits mostly cytotoxic; 400,000 compounds, 3.4% hits; AID 1347076, 2019; further: potency means the concentration at half of the fitted maximal effect; on the % scale 0 is the no-effect control and ±100 the full control effect; nearly all actives have a fitted effect of over 60% in size
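In this primary screen, KB-V1 cells overexpressing P-gp are incubated with library compounds (lowest to highest concentration) for 72 h at 37 degrees C before a luminescent ATP viability read.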
HEK293 tox = qHTS of GLP-1 Receptor Inverse Agonists: Cytotox Screen; HEK293 cAMP-luciferase reporter cells, luminescence, 24 h; Potency, µM (doses to about 38.3 µM), without a hit: at the top dose activity change, negative = inhibition, usual class: inhibitors; 410,000 compounds, 0.13% hits; AID 624418, 2012;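 further: loss of luciferase light is scored as toxicity; potency means the concentration at half of the fitted maximal effect; on the % scale 0 is the no-effect control and ±100 the full control effect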
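MLSMR compounds, 24 hr on cells at 37 deg C/5% CO2; luminescence after luciferase reagent (12 min RT). Inhibition counted as the undesired cytotoxic outcome.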
An asterisk follows results filed as active; i = inactive; ? = inconclusive; / = not tested or not shown; & = joins results of further samples; ! = not confirmed by another sample; [ ] = another dose, or the depositor's remark. Unless noted, the call rests on the fitted dose curve; in most records, active means well fitted curve in the direction sought with a large enough effect; inconclusive means small, poorly fitted or top-dose-only effect, or another doubt; inactive means no such curve, though single readings can be large; an effect the other way counts as inactive or inconclusive.

Each structure is followed by: MCF10A rerep, KB-3-1 tox, SW480 rereplic, HT1080NT lethal, HT1080 IDH1KD tx, HEK293 tox, IL1B secr inh, KB-V1 cytotox, DRD3 agonist
Cc1c(C(=O)N2CCc3ccccc32)cnn1C
 : -2.8%, -1.1%, -1.1%, -9.5%, 9.1%, 10.3%, 4.7, ?, 20.3
OCCOCCNc1ncnc2c1cnn2-c1ccc(Cl)cc1
 : 5.4%, 0.2%, -0.8%, -0.4%, 3.1%, 8.5%, -11.4, 16.6%, 2.7
CCOC(=O)c1[nH]c2cc(OC)c(OC)cc2c1NC(=O)c1ccc2c(c1)OCO2
 : 0.3%, -10.6%, 0.0%, ?, ?, -27.2%, -12.8, 16.1%, 10.8
CC(C)(O)C#Cc1ccc(C(=O)NCCC(=O)O)s1
 : 6.4%, 27.7%, -4.8%, 27.0%, 7.6%, -17.7%, -1.1, 10.1%, 8.0
COc1ccc(-c2cn3nc(N4CCC(C(=O)Nc5cc(Cl)ccc5OC)CC4)sc3n2)cc1
 : /, -0.5%, /, /, /, 3.2%, /, 26.7%, -8.2
COCCNC(=O)CSCc1c(F)cccc1Cl
 : ?, -6.3%, 0.7%, 7.5%, -1.6%, 16.8%, 5.7, -4.6%, 0.0
Cc1cccn2c(=O)nc(SCC(=O)NCc3ccccc3)nc12
 : -2.5%, 3.6%, -30.7%[inhibitor], 7.5%, 2.4%, 0.2%, 2.7, 9.7%, 8.2
Cc1ccc(N2C(=O)CN(Cc3sccc3C)C2=S)cc1C
 : ?, ?, 0.4%, 8.6%, 8.4%, -7.7%, 5.3, 16.4µM*, 5.8
O=C(c1ccc2c(c1)OCO2)N(c1ccc(Cl)cc1)C1C=CS(=O)(=O)C1 (stereo not drawn)
 : 4.5%, 3.6%, 0.4%, 5.1%, -10.4%, -21.1%, -19.6, -27.1%, 1.8
OCC[C@H]1C[C@@H](O)[C@H](O)[C@]2(OCCCc3ccccc32)O1
 : 7.3%, 4.8%, 3.7%, 7.7%, 2.6%, 4.2%, 68.8, -1.9%, 0.7
CC(C)c1nc2sc3c(NCc4ccccc4)ncnc3c2c2c1COC(C)(C)C2
 : 15.7%, 4.8%, -5.8%, -1.7%, 0.7%, 3.9%, ?, 15.5%, 0.0
CCn1c(SCC(=O)Nc2ccc(OC)cc2)nc2c(c1=O)SCC2
 : 0.4%, 4.0%, -4.5%, -2.9%, 11.9%, 11.2%, i, ?, -1.6
CCn1c(=O)c2cc(C(=O)N3CCOCC3)sc2c2ccccc21
 : 10.8%, 2.0%, -3.2%, 15.7%, 2.4%, -6.1%, -20.4, 0.9%, 0.5
COc1cc(/C=C/CNC[C@H]2O[C@@H](n3cc(C)c(=O)[nH]c3=O)C[C@@H]2O)ccc1O
 : /, 11.9%, /, 8.8%, 2.4%, 3.6%, 6.6, 6.2%, -5.0
O=C(CNC(=O)c1ccccc1)NCC(=O)OCc1ccc(Cl)cc1
 : -1.2%, 8.4%, -0.3%, 8.4%, 4.9%, 2.7%, 24.1, 4.2%, 1.4
CC1CN(S(=O)(=O)c2ccc(C(=O)Nc3ccc(S(=O)(=O)Nc4nccs4)cc3)cc2)CC(C)O1 (stereo not drawn)
 : -13.5%, 5.2%, -8.8%, -4.1%, 7.8%, -7.3%, 20.7, -23.2%, 3.3
CC(C)(C)CC(=O)Nc1cc2c3c(c1)CC(=O)N3CCC2
 : 0.2%, -8.7%, -14.7%, 1.9%, -0.2%, 4.2%, -23.5, -24.3%, 11.2
CCC(C)[C@H]1COCCS(=O)(=O)N1Cc1ccc(Cl)cc1Cl (stereo partly drawn)
 : ?, 1.0%&-24.2%, -2.2%, -21.0%, -3.9%, 1.0%, -2.5, ?, -7.2
CC(C)Oc1ccc(CNC(=O)C2=Cc3ccccc3OC2)cc1
 : /, -14.4%, /, /, /, 4.4%, /, 2.1%, -3.7
Cc1cnc(C(=O)OCC(=O)Nc2ccc(Br)c(C)c2)cn1
 : 15.7%, 4.2%, 1.9%, -1.3%, -2.3%, 2.3%, 4.6, 16.4%, 1.0
Cc1ccc(-c2csc3n[nH]c(=S)n23)cc1
 : 0.9%, ?, 3.0%, -1.1%, 1.1%, -22.7%, 0.0, 11.6µM*!, -1.9
CSC1=Nc2sc3c(c2C2=NCCN12)CC(C)(C)OC3
 : 2.8%, 20.4%, -0.7%, 0.0%, 4.1%, -0.4%, 0.0, ?, 5.7
CCCCCCCCN1[C@@H](CC(C)=O)c2cc(C(F)(F)F)ccc2S1(=O)=O
 : 9.7%, ?, ?, -11.0%, -3.1%, -33.3%, 32.4, 18.4µM*!, 13.0
CC(CN1C(C)CCCC1C)OC(=O)c1ccc(Cl)cc1Cl (stereo not drawn)
 : 12.6%, 0.9%, -18.4%, 2.5%, 5.0%, -1.9%, -1.7, -4.7%, -5.7
Cc1cnc(C(=O)Nc2nnc(C)s2)cn1
 : 3.4%, 18.9%, -2.6%, 26.4%, 20.5%, -13.0%, -6.0, 22.3%, -10.2
Cn1cnnc1SCc1ccc(C(=O)N=Nc2c(O)n(C)c3ccccc23)cc1
 : 3.9%, 27.2%, ?, 5.3%, 16.8%, -22.0%, -54.6*, -14.5%, 4.0
CCCCOc1ccc(C(=O)OCC(=O)NC2CCCC2)cc1
 : -1.0%, 15.4%, -1.3%, -4.6%, -2.7%, -1.5%, -4.0, 14.0%, 2.2
CC(Oc1ccccc1F)C(=O)NNC(=O)C1CC(=O)N(c2ccc3c(c2)OCCO3)C1 (stereo not drawn)
 : -17.5%, 11.7%, -15.6%, 12.2%, 13.5%, 12.5%, -0.7, 3.6%, 2.7
Cc1cccc(NC(=O)C2CCN(S(=O)(=O)c3cccc4nonc34)CC2)c1
 : 24.2%, -1.9%, ?, -19.6%, -16.0%, 0.8%, -8.2, -10.3%, 1.5
CCOc1ccccc1C(=O)N1CCN=C1SCc1cccnc1
 : 0.1%, -4.2%, -6.0%, -2.3%, 6.4%, -14.5%, -1.3, -3.3%, -3.0
COc1ccc(/C=N/N2C(=O)CSC2=S)cc1
 : -5.3%, 3.1%, -1.8%, -1.5%, 17.9%, 10.3%, 4.4, 17.8%, 0.1
CCCCn1c(N)c(-c2nc3ccccc3s2)c2c([N+](=O)[O-])nn(CC)c(=O)c21
 : ?, -15.9%, -3.3%, 6.3%, 2.9%, 2.7%, -8.8, ?, 3.9
Nc1nc2ccccc2nc1N
 : -1.2%, -12.3%, -3.2%, 16.1%, 12.1%, -5.8%, 4.7, 0.0%, -5.1
COc1cccc(C(=O)Nc2ccc3oc(-c4cccc5c(Br)cccc45)nc3c2)c1
 : /, 0.8%, /, /, /, 3.5%, /, ?, 4.2
CC(C)=CCN1CCN(Cc2ccc3nsnc3c2)CC1CCO (stereo not drawn)
 : 6.9%, 1.3%, -0.6%, 5.3%, 3.5%, -0.3%[0.307 µM], 0.6, 0.8%, -1.4
CCCCN1C2CCCC1CC(NC(=O)c1ccc(OC)c(OC)c1)C2 (stereo not drawn)
 : 1.3%, 11.4%, -4.2%, 12.5%, 18.5%, 4.3%, -0.9, 6.4%, -0.4
O=C(N[C@H]1C/C=C\C[C@@H](CC(=O)N(CCO)Cc2ccccc2)C(=O)N2CCC[C@@H]2COC1=O)OCC1c2ccccc2-c2ccccc21
 : -4.3%, 5.7%, ?, 3.0%, 1.1%, -2.5%, 48.1, 0.0%, -7.5
CC(C)(C)OC(=O)N1CCC(c2c(C(=O)NCc3cccs3)cnn2-c2ccc(F)cc2F)CC1
 : /, 12.9%, /, /, /, -12.8%, /, 1.3%, -7.0
CC1Cc2[nH]c(=S)[nH]c(=O)c2C(c2ccc(C(C)C)cc2)O1 (stereo not drawn)
 : /, 11.0%, /, -4.2%, -8.3%, -3.6%, 25.5, -20.9%, -6.6
CCN(C(=O)C(C)Sc1ccc(S(=O)(=O)N2CCN(C)CC2)cn1)c1ccccc1 (stereo not drawn)
 : 12.5%, 1.6%, 0.3%, 1.0%, -10.0%, -2.8%, -8.7, 4.9%, 1.4
Cc1cccc(C(=O)N2CCCC(Nc3ccc(C)c(C)c3)C2)n1 (stereo not drawn)
 : -4.7%, -2.3%, 0.3%, 1.3%, 2.7%, 0.0%, 0.0, 28.8%, 9.2
C=CCn1c(-c2cc(-c3ccccc3)sc2N)n[nH]c1=S
 : 0.0%, -3.7%, -2.6%, 9.7%, 16.4%, ?, 13.1, 17.0%, 6.0
COc1cccc(CN2CC(C(=O)NCCc3cn4cccnc4n3)CCC2=O)c1 (stereo not drawn)
 : /, 14.6%, /, 1.4%, 4.7%, 2.1%, 2.2, -0.4%, -1.3
O=C(O)CSc1nc2c(c(C(F)(F)F)n1)CCCC2
 : 7.6%&0.2%, 8.0%&10.1%, -22.4%&-2.6%, 16.8%&2.1%, 5.9%&6.8%, 4.9%&4.0%, -0.4&10.4, 20.6%&-1.5%, 1.0&0.7

Molecules listed so far that have a COOH group:
Each structure is followed by: MCF10A rerep, KB-3-1 tox, SW480 rereplic, HT1080NT lethal, HT1080 IDH1KD tx, HEK293 tox, IL1B secr inh, KB-V1 cytotox, DRD3 agonist
CC(C)(O)C#Cc1ccc(C(=O)NCCC(=O)O)s1
 : 6.4%, 27.7%, -4.8%, 27.0%, 7.6%, -17.7%, -1.1, 10.1%, 8.0
O=C(O)CSc1nc2c(c(C(F)(F)F)n1)CCCC2
 : 7.6%&0.2%, 8.0%&10.1%, -22.4%&-2.6%, 16.8%&2.1%, 5.9%&6.8%, 4.9%&4.0%, -0.4&10.4, 20.6%&-1.5%, 1.0&0.7
